# HIV Rev-RRE inh = HIV Rev-RRE protein-RNA interaction inhibition | P05866 | Rev peptide-RRE RNA binding, FRET | inhibition, % at 8 µM | 97,000 compounds, 0.79% hits | AID 704;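 active = inhibition above the screen-wide mean plus 3 SD, cut at about 35% in these data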;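 also: 0% = median DMSO wells and 100% = median Neomycin B control wells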
# Target sequence (P05866 whole entry, looked up): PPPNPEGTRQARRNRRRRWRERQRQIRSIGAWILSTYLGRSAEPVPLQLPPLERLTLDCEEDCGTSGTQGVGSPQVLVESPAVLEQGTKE
#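 Probe or stimulus: fluorescein-Rev peptide as binding partner; assay system: Cy5-tagged RRE RNA duplex with fluorescein-tagged Rev peptide; timing: 5 min compound–RNA preincubation, then 15 min with peptide, 25 °C; medium: HEPES pH 7.5 buffer with KCl, MgCl2, NaCl and EDTA; signal: fluorescein-to-Cy5 FRET, 480 nm excitation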
# CYP2C9 act = CYP2C9 (human) activation | recombinant CYP2C9, luciferin-H conversion, luminescence; hits give high values; factor 1 = untreated enzyme, 0 = blocked | activation factor at 5 µM | 96,000 compounds, 1.4% hits | AID 1024;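 active = activation factor of 2 or more for CYP2C9 at a 5 µM dose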;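 also: 0 = sulfaphenazole-blocked wells and 1 = vehicle-only wells; values of inactives mirror those of a sister screen read the other way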
# EphB4 ephrin blk = EphB4-ephrin-B2 interaction antagonism. P54760. EphB4 LBD / TNYL-RAW-Alexa532 peptide, fluorescence polarization. inhibition, % at 7 µM. 97,000 compounds, 0.15% hits;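 active = inhibition above the screen-wide mean inhibition plus 3 SD, cut at about 15% in these data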;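 also: 0% = DMSO wells and 100% = excess unlabeled TNYL-RAW peptide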
# CYP2C9 inh = blocks human cytochrome P450 2C9; P11712; CYP2C9 Supersomes, luciferin-H conversion, luminescence; inhibition, % at 5 µM; 96,000 compounds, 20% hits; AID 777;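 active = blocking of liver enzyme CYP2C9 beyond about 50% at 5 µM, limit read from the data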; also: values of inactives mirror those of a sister screen read the other way
# PTPN22 inh 2 = blocks human PTPN22 phosphatase activity | recombinant LYP catalytic domain, DiFMUP fluorescence | 96,000 compounds, 0.21% hits | Q9Y2R2 | inhibition, % at 2 µM | AID 640;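 active = inhibition at 2 µM at or above a set limit, the screen mean plus 3 SD, cut at about 24% in these data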;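 also: 0% = DMSO with enzyme and 100% = enzyme fully blocked by orthovanadate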
# Candida biofilm = kills Candida albicans biofilms; C. albicans biofilm + clotrimazole, Alamar Blue; AID 834; inhibition, % at 6 µM; 85,000 compounds, 0.14% hits;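 active = inhibition above 20%; inactive = inhibition below 20%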;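 also: preformed 24 hr biofilms exposed to compound for 48 hr; 0% = biofilm without compound and 100% = blank killed by clotrimazole plus chlorhexidine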
# PTPN22 act = activators of human LYP (PTPN22) phosphatase | recombinant LYP, DiFMUP fluorescence; 0 = plate median, 100 = signal doubled | activation, % at 2 µM | 96,000 compounds, 0.11% hits | AID 697;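 active = activation at 2 µM above a set limit, the mean plus 5 SD, cut at about 37% in these data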
# PLK1 PBD inh = blocks phosphopeptide binding to human Plk1 polo box domain; inhibition, %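 (tested at about 20 µM)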; P53350; Plk1 PBD phosphopeptide binding, fluorescence polarization; AID 693; 97,000 compounds, 0.13% hits; in the data active = inhibition above about 34%, passing the limit was not always enough
# Target sequence (P53350 whole entry, looked up, the tested form may be a part): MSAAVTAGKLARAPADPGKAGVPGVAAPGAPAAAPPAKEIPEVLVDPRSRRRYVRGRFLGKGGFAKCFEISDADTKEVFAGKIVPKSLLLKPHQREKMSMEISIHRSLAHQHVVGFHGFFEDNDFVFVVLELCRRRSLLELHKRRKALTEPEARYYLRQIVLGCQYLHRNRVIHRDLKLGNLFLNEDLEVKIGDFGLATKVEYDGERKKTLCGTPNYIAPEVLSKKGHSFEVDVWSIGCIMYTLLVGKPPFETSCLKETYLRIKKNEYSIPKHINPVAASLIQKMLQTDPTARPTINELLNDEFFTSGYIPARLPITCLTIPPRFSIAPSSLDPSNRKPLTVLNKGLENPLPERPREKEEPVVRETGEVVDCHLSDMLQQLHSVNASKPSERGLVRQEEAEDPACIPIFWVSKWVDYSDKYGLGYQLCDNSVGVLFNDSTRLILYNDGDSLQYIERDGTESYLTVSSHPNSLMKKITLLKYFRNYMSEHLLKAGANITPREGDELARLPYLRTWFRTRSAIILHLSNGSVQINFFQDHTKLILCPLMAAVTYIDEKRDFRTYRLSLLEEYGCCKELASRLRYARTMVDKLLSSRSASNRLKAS
# PLK1 kinase inh = inhibitors of human PLK1 kinase; P53350; recombinant PLK1 kinase, TR-FRET peptide phosphorylation; inhibition, % at 10 µM; 97,000 compounds, 0.53% hits; AID 619;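 active = inhibition of 50% or more in the single-concentration screen; inactive = inhibition below 50%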;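 also: 0% = DMSO max control and 100% = H-89 dihydrochloride min control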
# * hit, by the source's call; · = not tested or not shown; & = joins results of further samples.
SMILES,HIV Rev-RRE inh,CYP2C9 act,EphB4 ephrin blk,CYP2C9 inh,PTPN22 inh 2,Candida biofilm,PTPN22 act,PLK1 PBD inh,PLK1 kinase inh
COc1ccc(C(=O)Nc2ccccc2C(=O)NCCN2CCOCC2)cc1,4,0.7,-6,29,-1,·,2,-5,-14
CCOC(=O)C1=C(C)n2c(s/c(=C/c3cccc([N+](=O)[O-])c3)c2=O)=NC1c1ccc(O)c(OC)c1 (stereo not drawn),5,0.3,5,67*,0,7,-1,-52,5
CC1CCCCN1C(=O)C1CC(c2ccc(F)cc2)=NO1 (stereo not drawn),2,0.9,0,7,-16,1,12,4,-3
Cc1nc(-c2ccc(C(=O)N3CCOCC3)cc2)cs1,5,1.1,8,-11,1,4,-5,-1,-13
Cc1ccc(-c2nn(-c3ccccc3)c3[nH]c(=O)c(CNCc4ccccc4)cc23)cc1,13,·,3,·,10,4,-9,15,-13
Cc1cc(C)n2nc(SCc3cc(=O)oc4ccc5ccccc5c34)nc2n1,3,0.9,1,6,2,·,0,-29,-9
Cc1c(Cl)cccc1NC(=O)c1cc(-c2ccccc2O)n[nH]1,3,2.7*,-7,-168,-15,7,14,1,-20
COc1ccc(N2CN=C3SCC(=O)N3C2)cc1,3,·,-6,·,6,5,-4,-17,-9
O=C(O)Cn1cc2c(n1)CCCCC2,3,1,-4,3,6,·,-6,6,-13
O=c1[nH]c2cc3c(cc2cc1CN(Cc1nnnn1CC1CCCO1)C1CCCC1)OCO3 (stereo not drawn),4,1.1,-6,-8,-5,5,4,-1,-8
O=[N+]([O-])c1ccc2c(c1Nc1ccccc1)=NC1(CCCCC1)N=2,6,0.5,-2,53*,13,·,-11,-9,-1
Cc1c(C(=O)O)oc2c3c(ccc12)OCCO3,6,1,-1,1,6,-3,-8,-5,-2
N/C(=N\OC(=O)c1cc(Cl)ccc1Cl)c1cccnc1,5,0.7,-1,34,1,12,-2,27,-5
COc1ccc2c(c1)c1nnc(SC)nc1n2C,7,0.8,0,22,0,14,-2,-9,-11
CCOC(=O)c1ccc2nc(NC(=O)c3cccs3)sc2c1,5,·,9,·,3,2,-3,2,-4
O=C(c1ccccc1)N1CCN(CC#CC2(O)CCCCC2)CC1,5,1.2,9,-17,-20,·,17,1,-14
O=C(Nc1nc(N2C(=O)c3ccccc3C2=O)n(-c2ccccc2)n1)c1ccc(F)cc1,7,1,7,5,-15,6,17,-19,-12
COc1ccc(C(=O)c2ccc(N3CCN(C(=O)c4ccc(F)cc4)CC3)c(F)c2)cc1Br,0,0.5,-4,50,-1,3,4,14,-72
O=C(NCc1ccccc1Cl)c1ccc2c(=O)n(CCCN3CCCC3=O)c(=S)[nH]c2c1,-3,1.2,2,-16,8,12,-6,-26,-4
O=C(O)CCc1ccc(-c2ccc(F)cc2)n1CC(=O)O,8,1.2,-12,-16,1,4,-3,-5,-2
CC(/C=C/c1ccco1)=N/NC(=O)Cc1cccs1,11,0.9,9,12,5,·,-2,3,-2
CCn1c(N)nc2c1c(=O)n(C)c(=O)n2C,5,1,1,2,-10,8,9,17,1
COc1ccccc1OCC(=O)Nc1nnc(-c2ccco2)s1,2,0.6,0,42,-2,-1,0,-12,-10
CCOC(=O)N1CCN(C(=O)CSCC(=O)N=c2sc3ccccc3n2C)CC1,1,1,3,5,0,9,1,-4,-3
CCOC(=O)c1cn(CC)c2cc(N3CCCCC3)c(F)cc2c1=O,1,·,-5,·,-18,10,10,-20,-9
C=CCC(NCCCO)c1cccc(OC)c1OC (stereo not drawn),8,1.3,2,-26,-4,4,8,-16,-7
COc1ccc(-n2ccsc2=S)cc1,5,1,-3,-4,5,-3,-6,18,-22
CCn1c(SCC(=O)N2CCc3ccccc32)nnc1-c1ccco1,1,0.7,1,33,1,·,-3,-1,-3
O=C(Nc1nnc(-c2ccccc2F)s1)C1CCCO1 (stereo not drawn),0,·,2,·,-2,6,1,2,-6
COc1ccc(OCCCCOc2ccccc2Cl)cc1,21,1.1,4,-13,2,·,1,12,-7
CCn1c(=O)cc(SCC(=O)NCCCN2CCN(c3ccc(F)cc3)CC2)c2ccccc21,7,1.3,3,-28,1,9,-3,4,-5
O=C(Nc1nccs1)Oc1ccccc1,0,0.8,-6,25,-2,6,3,-17,-21
CC1=NN(c2ccccc2)C(=O)C1C(=O)c1ccc(Cl)cc1 (stereo not drawn),2,0.1,-2,93*,-12,·,15,-3,-11
COc1ccc2c(c1)c(C(=O)CNc1nc(C)cs1)c(C)n2C,-4,0.8,-8,23,4,3,-6,-3,-7
COc1ccc(C(CC(=O)O)NS(=O)(=O)c2ccc(C)cc2)cc1OC (stereo not drawn),8,1,6,-3,4,0,-6,-13,-7
COc1ccc(C(=O)N(Cc2ccc(N(C)C)cc2)C2CCS(=O)(=O)C2)cc1 (stereo not drawn),-2,1,-1,-2,-2,-9,-1,5,-5
CC1(C)C=Cc2c(c3ccccc3[nH]c2=O)O1,8,0.7,0,34,3,6,-4,-22,-10
COCc1cc(CN2CCCC2)c(O)c2ncccc12,7,1.2,4,-16,-10,6,8,21,-6
COCCCNC(=O)c1ccc(N(C)S(C)(=O)=O)cc1,8,1.2,3,-20,1,0,-2,-2,-7
O=P(COCCO)(c1ccccc1)c1ccccc1,0,1,-8,0,-5,5,3,-1,-8
O=C(NCc1ccco1)c1cc2c(s1)CCCCC2,5,1,-1,-2,10,1,-11,-7,-5
Brc1ccc(CSc2nnc(-c3ccccn3)n2Cc2ccco2)cc1,9,0.1,-5,87*,-4,6,3,5,8
CCN(CC)CC(=O)Nc1ccc2c(c1)N(C(=O)CN(CC)CC)c1ccccc1CC2,1,0.3,3,70*,-6,5,5,-10,-6
CCn1cc(C(=O)N2CCCc3ccccc32)c2cc(OC)c(OC)cc2c1=O,-1,0.8,-4,21,-14,8,11,-8,11
COc1ccc(N2CCN(C(=O)c3ccc4c(c3)OCO4)CC2)cc1,5,0.9,1,13,-4,6,3,-2,-8
CCOC(=O)c1c(C)nn(Cc2cccc(Cl)c2)c1N,1,0.1,1,90*,-10,4,7,-58,1
COC(=O)c1cc2c(=O)n3ccccc3nc2n(C(C)C)c1=N,2,·,0,·,-6,-1,6,3,-4
CCOCN(C(=O)Cn1c(C(C)O)nc2ccccc21)c1c(C)cccc1CC (stereo not drawn),2,·,1,·,4,7,-5,-7,-6
CC1(C)CC(=O)c2cc(OCC(=O)NCc3cccnc3)ccc2O1,5,0.8,-5,18,-4,5,4,0,-15
C=CCn1c(O)c(CN2CCOCC2)c(C)c(C#N)c1=O,23,0.9,-9,8,-9,4,6,16,3

# (cont.)
SMILES,HIV Rev-RRE inh,CYP2C9 act,EphB4 ephrin blk,CYP2C9 inh,PTPN22 inh 2,Candida biofilm,PTPN22 act,PLK1 PBD inh,PLK1 kinase inh
COCCOC(=O)C1=C(C)NC(=O)CC1c1cc2c(cc1Br)OCO2 (stereo not drawn),4,0.9,-13,8,-9,4,4,6,-16
CCN(CC)S(=O)(=O)c1cccc(S(=O)(=O)c2cccc(S(=O)(=O)N(CC)CC)c2)c1,16,0.3,-7,70*,5,5,-8,5,-6
COc1cc(-c2nnc(SCC(=O)N(Cc3ccccc3)C(C)(C)C)o2)cc(OC)c1OC,6,0.8,-7,16,-2,7,1,7,-4
COc1cc(/C=N\NC(=O)CNC(=O)c2cccc([N+](=O)[O-])c2)ccc1O,8,1.1,7,-12,-11,·,8,-17,-7
CC(=O)c1ccc(Oc2ccc(C(C)=O)cc2)cc1,1,0.8,-5,20,5,·,-1,35,-2
Cc1ccc(S(=O)(=O)c2ccc(Oc3ccccc3)cc2)cc1,16,1.1,6,-5,7,·,-3,20,-9
N#Cc1ccc(-c2ccccc2)nc1SCC(=O)c1cc2ccccc2oc1=O,6,0.2,-3,76*,15,·,-16,-4,-18
CC1=C(C#N)C(c2cccnc2)C2=C(CCCC2=O)N1 (stereo not drawn),9,·,4,·,-1,5,-2,-5,-9
COc1cccc(C(=O)Nc2c(F)c(F)c(F)c(F)c2F)c1,2,0.9,-2,13,-9,4,6,-1,-20
COc1ccc(NC2=NC(=S)N(c3ccccc3C)C23CCCCC3)cc1,-4,0.7,1,33,-4,·,6,11,0

# Fetched one by one from the list above, 3 records:
SMILES,HIV Rev-RRE inh,CYP2C9 act,EphB4 ephrin blk,CYP2C9 inh,PTPN22 inh 2,Candida biofilm,PTPN22 act,PLK1 PBD inh,PLK1 kinase inh
COc1cc(/C=N\NC(=O)CNC(=O)c2cccc([N+](=O)[O-])c2)ccc1O,8,1.1,7,-12,-11,·,8,-17,-7
COc1cccc(C(=O)Nc2c(F)c(F)c(F)c(F)c2F)c1,2,0.9,-2,13,-9,4,6,-1,-20
CCN(CC)S(=O)(=O)c1cccc(S(=O)(=O)c2cccc(S(=O)(=O)N(CC)CC)c2)c1,16,0.3,-7,70*,5,5,-8,5,-6

# Continued:
SMILES,HIV Rev-RRE inh,CYP2C9 act,EphB4 ephrin blk,CYP2C9 inh,PTPN22 inh 2,Candida biofilm,PTPN22 act,PLK1 PBD inh,PLK1 kinase inh
Cc1ccc(Cl)cc1NC(=O)COC(=O)C12CC3CC(CC(C3)C1)C2,20&16,0.8,-4&-4,22,-4&3,4&3,4&-1,-7&-19,0&-13
CC(=O)n1nc(-c2ccccc2)nc1NCc1ccc(F)cc1,4,0.8,-2,22,-1,-2,0,10,-2
CNc1ccc(Br)cc(C(=O)/C=C/c2ccc3c(c2)OCO3)c1=O,48*,1.3,9,-27,5,·,-7,-20,23
COc1ccc(/C(O)=C2\C(=O)C(=O)N(c3cc(C)on3)C2c2cccc(OC)c2OC)cc1C (stereo not drawn),-1,0.7,-9,31,-2,9,-1,-7,-13
O=C(/C=C/c1ccc(Br)cc1)NC(=S)NNC(=O)c1ccco1,-4,·,3,·,9,6,-9,16,-12
CC(C)Sc1nnc([C@@H]2CCCN2C(=O)OC(C)(C)C)o1,-2,0.8,-6,21,-2,6,2,0,-1
CCc1ccc(S(=O)(=O)NCc2cn3cccc(C)c3n2)s1,0,1.3,-9,-34,-6,·,5,-23,-6
CCc1ccc(Nc2nnc(SCn3nnc4ccccc4c3=O)s2)cc1,0,0.6,1,42,8,5,-7,1,-3
Nc1nc2nc(-c3ccccc3)cc(=O)n2[nH]1,2,1,1,1,0,5,0,3,-9
CCN(CC)C(=O)CSc1nnc(-c2ccccc2)n1-c1ccccc1,-4,0.6,0,39,-5,4,2,9,-13
COc1ccc(C(C(=O)NC2CCCC2)N(C(=O)c2ccco2)c2ccc3c(c2)OCO3)cc1OC (stereo not drawn),6,0.9,2,5,0,2,-1,6,-5
COc1cccc(-c2nn(-c3ccccc3)cc2C(=O)NCC(=O)O)c1,3,1.2,-6,-22,-3,4,0,23,-11
O=C1OC(Nc2ccc3c(c2)OCO3)c2ccccc21 (stereo not drawn),7,0.7,0,26,-3,9,1,-16,-8
COc1ccc2[nH]c(=O)c(CN(C(=O)c3cccnc3)c3ccc(C)cc3)cc2c1,-2,0.7,-20,31,-3,1,5,-28,-3
Cc1ccc(NC(=O)CCC(=O)c2ccc(F)cc2)cc1Cl,0,1,-6,3,-3,·,9,25,-5
CCCCCC(=O)N1CCCC(c2nc(-c3ccc(OC)cc3)no2)C1 (stereo not drawn),11,0.3,0,67*,-4,7,6,2,-10
Cc1cc(C)n2[nH]c(=O)c(N=Nc3ccccc3)c2n1,8,0.6,-1,41,0,·,3,1,-14
CCCn1c(=O)[nH]c(=O)c2c1nc(-c1ccccc1OC(F)F)n2CCOC,2,0.8,-8,16,2,-2,-5,-6,-4
CCOC(=O)C(=CNc1cc(C)nn1-c1ccc(C)cc1)C(=O)OCC,1,0.4,-3,65*,3,4,-2,14,-9
CC(C)OC(=O)C1=C(N)N2C(=O)CSC2=C(C(=O)OC(C)C)C1,16,0.9,3,12,5,4,-3,-28,-5
